# Bioassay records: PubChem BioAssay, The Scripps Research Institute Molecular Screening Center
# DDE Tn7 FP inh – disrupts Tn7 cyclic peptide binding to fibrin D-Dimer-E complex; P02675; FP displacement of FITC-Tn7 peptide from fibrin DD(E); 0% = median of compound wells per plate; inhibition, % at 8.3 µM; 370,000 tested, 0.13% active;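 active = inhibition above the mean of compounds falling within the control limits plus 3 SD of them, cut at about 14% in these data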;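 note: 0% = plate median of compound wells and 100% = 10 µM Aha-Tn7 peptide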
#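 Measure: % inhibition scaled between sample-field median and high-control FP; Test system: human fibrin DD(E); Quantity: 2 µM final DD(E) protein; Doses: one dose, 8.3 µM nominal; Schedule: compound with protein 10 min, then 3 h after probe, room temperature; Detection: fluorescence polarization; Medium: Tris buffer with calcium and detergent, pH 7.8.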
# KLK7 zymogen act – activators of human kallikrein-7 zymogen; 370,000 tested, 0.9% active; purified proKLK7, EDANS-DABCYL substrate fluorescence; 100% is mature enzyme control, 0% vehicle; activation, % at 7 µM; AID 652039;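 active = activation above the mean of all tested compounds plus 3 SD, computed per campaign excluding outliers beyond control limits, cut at about 13% in these data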
# Target sequence (P49862 whole entry, looked up): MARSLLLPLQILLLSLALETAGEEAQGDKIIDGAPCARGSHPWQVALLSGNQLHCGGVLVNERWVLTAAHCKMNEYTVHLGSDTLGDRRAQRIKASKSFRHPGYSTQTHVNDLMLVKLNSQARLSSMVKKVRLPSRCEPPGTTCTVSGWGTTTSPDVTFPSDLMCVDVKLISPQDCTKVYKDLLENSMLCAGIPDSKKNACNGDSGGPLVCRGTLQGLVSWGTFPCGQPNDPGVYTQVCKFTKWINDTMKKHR
# LEDGF integ inh – blocks HIV-1 LEDGF/p75-dependent DNA integration; TR-FRET IN-LEDGF/p75 DNA integration, Eu/Cy5; inhibition, % at 3.7 µM; AID 743269; 370,000 tested, 0.64% active;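 active = inhibition above the screen-wide mean plus 3 SD, cut at about 13% in these data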;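 note: signal is the Cy5 over europium emission ratio at 671 and 618 nm; 0% = plate median of compound wells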
# Tn6 DDE FP – inhibitors of Tn6 peptide binding to human fibrin DD(E); P02675; Fibrin DD(E) TRITC-Tn6 fluorescence polarization displacement; inhibition, % at 8.3 µM; 370,000 tested, 0.21% active; AID 720509;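 active = inhibition above a per-campaign cutoff: mean of compounds within control limits plus 3 SD, cut at about 15% in these data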;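 note: 0% = median of all compound wells on the plate and 100% = blocking peptide control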
# MBD2 DNA inh – inhibitors of human MBD2 binding to methylated oligonucleotide; 370,000 tested, 0.31% active; TR-FRET; AID 686964; Q9UBB5; inhibition, % at 4.4 µM; in the data active = inhibition above about 13%
# Target sequence (Q9UBB5 whole entry, looked up): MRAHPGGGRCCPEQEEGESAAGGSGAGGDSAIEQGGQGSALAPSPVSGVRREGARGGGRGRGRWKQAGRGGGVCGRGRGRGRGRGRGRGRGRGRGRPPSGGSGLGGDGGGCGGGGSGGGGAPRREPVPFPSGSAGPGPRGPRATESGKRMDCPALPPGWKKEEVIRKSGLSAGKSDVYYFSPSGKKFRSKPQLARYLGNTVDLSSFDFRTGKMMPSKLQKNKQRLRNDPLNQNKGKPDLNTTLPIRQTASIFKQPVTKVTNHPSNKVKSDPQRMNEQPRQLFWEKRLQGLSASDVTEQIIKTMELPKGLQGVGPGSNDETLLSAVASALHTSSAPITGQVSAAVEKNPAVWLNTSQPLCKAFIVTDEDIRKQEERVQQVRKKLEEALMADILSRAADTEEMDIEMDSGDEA
# SIAE primary – human SIAE inhibition, primary screen; SIAE FP-Rh probe binding, fluorescence polarization; inhibition, % at 9.66 µM; 370,000 tested, 0.69% active; AID 1053197; Q9HAT2;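 active = inhibition above a cutoff: mean of compounds within the control limits plus 3 SD of those, cut at about 17% in these data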;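 note: 0% = plate median of compound wells and 100% = probe without SIAE protein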
# TDP2 absorb – TDP2 (human) inhibition, absorbance primary screen; inhibition, % at 12.8 µM; 370,000 tested, 0.34% active; recombinant TDP2, T5PNP hydrolysis, p-nitrophenol absorbance 415 nm;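 active = inhibition above the mean of all tested compounds plus 3 SD, set per campaign, cut at about 25% in these data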;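 note: 0% = DMSO with enzyme and 100% = buffer with substrate but no TDP2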
#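 Material: recombinant human TDP2; quantity: TDP2 enzyme at 120 nM final; medium: Tris-HCl pH 7.5 with MgCl2; compound: single concentration, 12.8 µM nominal, with 1% DMSO; incubation: 2 h enzyme incubation at 37 °C; signal: epi absorbance; measure: percent inhibition; benchmarks: high control without enzyme, low control DMSO plus TDP2; repeats: singlicate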
# PRMT1 FP inh – blocks human protein arginine methyltransferase 1 | 370,000 tested, 1.3% active | recombinant PRMT1, activity-based probe fluorescence polarization | Q99873 | AID 652257 | inhibition, % at 2.79 µM;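 active = inhibition above about 21% made by adding two undisclosed values, limit read from the data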
# Target sequence (Q99873 whole entry, looked up): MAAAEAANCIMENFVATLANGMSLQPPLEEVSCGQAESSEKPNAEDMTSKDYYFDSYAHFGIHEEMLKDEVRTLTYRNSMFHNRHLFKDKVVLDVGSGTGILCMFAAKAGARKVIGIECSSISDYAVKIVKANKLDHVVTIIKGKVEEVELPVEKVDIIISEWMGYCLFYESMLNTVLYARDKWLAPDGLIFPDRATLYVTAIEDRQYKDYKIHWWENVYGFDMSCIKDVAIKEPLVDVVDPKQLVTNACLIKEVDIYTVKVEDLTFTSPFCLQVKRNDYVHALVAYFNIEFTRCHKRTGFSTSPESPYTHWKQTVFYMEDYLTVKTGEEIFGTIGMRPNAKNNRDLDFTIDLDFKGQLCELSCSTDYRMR
# TCR CD3 inh – inhibitors of human TCR-CD3 interaction | TAMRA-labeled TCR probe fluorescence, biochemical | inhibition, % at 9.4 µM | 360,000 tested, 0.37% active; in the data active = inhibition above about 19%;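 note: recombinant mutant TCR 2C K166C tagged with TAMRA read by polarization; 0% = receptor in buffer alone and 100% = receptor with positive control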
# UHRF1 binding – UHRF1 methyl-DNA binding inhibition | Q96T88 | UHRF1 binding to methylated oligo, TR-FRET | inhibition, % at 4.4 µM | 370,000 tested, 0.75% active | AID 687016; in the data active = inhibition above about 21%;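 note: UHRF1 SRA domain binding a hemimethylated CpG hairpin DNA probe; 0% = median of test compound wells and 100% = reference inhibitor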
# * hit, by the source's call; · = no result given.
SMILES,DDE Tn7 FP inh,KLK7 zymogen act,LEDGF integ inh,Tn6 DDE FP,MBD2 DNA inh,SIAE primary,TDP2 absorb,PRMT1 FP inh,TCR CD3 inh,UHRF1 binding
O=[N+]([O-])c1cccc(-c2ccc(/C=N/NC(=S)Nc3cccc(F)c3)o2)c1,-3,-0.1,-3,-3,-2,-5,6,-3,4,-5
C[C@H](O)[C@@H]1C(=O)N2CCc3ccc(-c4ccccc4)cc3[C@@H]2C[C@@H]1N(C)C(=O)Nc1cc(Cl)cc(Cl)c1,1,-0.7,-4,-1,-1,-58,1,3,-8,2
CCOC(=O)C1=C2NC(=O)c3ccccc3N2C(=O)C1,-5,0.2,0,1,0,-2,1,9,3,3
N#Cc1cc(C(=O)c2ccccc2O)cn(-c2nccs2)c1=O,-13,13*,7,-5,-1,-3,-5,19,11,-17
CC(CC1C(C#N)=C(N)SC(N)=C1C#N)c1ccccc1 (configuration not stated),0,-0.9,-4,0,2,-4,-7,8,-13,-1
CCN1CCN(S(=O)(=O)c2ccc(Cl)c(C(=O)Nc3ccc(OC(F)F)cc3)c2)CC1,-3,0.3,1,4,6,0,1,2,7,-2
C#CCN1C(=O)S/C(=C\c2ccc(-c3ccc(Cl)c(C(=O)O)c3)o2)C1=O,2,-0.2,-3,-2,3,-7,-2,15,-3,9
COc1ccc2nc(NC(=O)c3cccs3)sc2c1,-5,25*,4,-1,5,-8,-14,-4,3,18
CCOC(=O)c1ccc(NC(=O)C2CC(=O)N(c3ccc4c(c3)OCCO4)C2)cc1 (configuration not stated),7,0.6,-6,-6,4,10,-14,3,-8,2
COc1cc(CCC(=O)Nc2sccc2C#N)cc(OC)c1OC,2,0.7,-4,-7,5,2,3,4,-8,1
NN1C(=O)NC(c2ccccc2)(c2ccccc2)C1=O,-3,0.6,-1,7,2,3,9,1,1,-3
CCCNC(=S)Nc1ccccc1,8,-0.3,2,0,2,15,14,-3,-3,1
Cc1n[nH]c(=O)c2c(NC(=O)CSc3nn(-c4ccc(F)cc4)c(=S)s3)oc(C)c12,4,0.0,5,3,-3,-3,17,15,2,-3
Cc1cccn2c(=O)c3cc(C(=O)NCc4ccco4)c(=N)n(CCc4ccccc4)c3nc12,3,18*,11,-1,-7,8,-7,5,3,-14
CCCCNC(=O)/C(C#N)=C/c1ccc(-c2ccc(S(=O)(=O)N3CCOCC3)cc2)o1,5,-1.8,2,5,-3,2,7,0,4,1
O=C(O)c1ccccc1N/N=C\c1ccnc2ccccc12,-1,-0.5,-1,-9,-4,-8,9,3,4,-1
Fc1cnc(N2CCN(c3ccccc3)CC2)nc1N1CCN(c2ccccc2)CC1,-4,-0.1,-5,-9,-1,-2,-2,1,-3,5
Cc1ccccc1C(=O)NCCCc1ccccc1,8,-0.2,-4,6,0,1,5,2,0,5
COc1ccccc1OCC(=O)NCCc1nc2ccccc2[nH]1,-2,-0.1,-11,8,-5,6,-6,4,0,-1
COc1ccc2c(c1)-c1ccccc1S(=O)(=O)N(C)C2,12,-0.2,-11,3,-6,-10,4,30*,8,-2
COc1cc(/C=N/NC(=O)c2ccoc2C)cc(OC)c1OC,-3,0.0,0,-1,4,3,3,1,3,-3
Cc1cccc(C#Cc2ccccc2)n1,1,-0.1,2,2,2,6,0,4,-9,1
CCCn1nnnc1SCC(=O)NCc1ccccc1,0,-0.1,1,0,-1,-5,-5,-1,2,0
CN(C)CC(O)CN1C(=O)NC(C)(C)C1=O (configuration not stated),-5,-0.2,0,-10,-2,-2,7,4,5,1
CN(C)CCCn1c2c(c(SCC(=O)Nc3cccc4ccccc34)nc1=O)CCC2,3,-0.9,-1,2,-5,8,-4,6,-5,-1
COc1ccc(-c2oc3ccc(N4CCOCC4)cc3c2C#CCO)cc1,-3,-81,-1,-7,10,16,1,4,2,2
COc1ccccc1S(=O)(=O)Cc1ccc(C(=O)NC2CC2)o1,-6,0.7,-3,-1,2,2,14,2,6,-1
O=C(CSc1ccc(C(F)(F)F)cc1[N+](=O)[O-])NCCOc1ccccc1,-2,-0.6,1,4,3,-1,-5,1,1,1
CC(C)CC1=NC(C(F)(F)F)(C(F)(F)F)c2c(n(CC(C)C)c(=O)[nH]c2=O)N1,0,0.1,1,4,5,11,6,2,-2,1
CCOC(=O)c1ccc(NC(=O)CCN2C(=O)C3CC=CCC3C2=O)cc1 (configuration not stated),8,0.0,6,0,7,9,-11,-4,-6,1
CCCNC(=O)c1oc2ccc3c(c2c1C)C(O)CC(C)(C)O3 (configuration not stated),3,2.0,0,0,2,0,-11,0,0,-2
Oc1ccccc1N1CCN(Cc2ncc(-c3ccccc3)o2)CC1,-1,-0.5,2,-9,-4,-2,-20,-2,-8,1
Cc1cnc(C(=O)Oc2cccc(Cl)c2Cl)cn1,-1,-0.3,-7,-16,5,1,2,7,-1,4
CCOCCCNC(=O)CCNC(=O)c1cc(OC)c(OC)c(OC)c1,2,0.4,2,-7,0,6,1,0,5,-2
COc1cnc(-c2ccccc2)c(-c2ccccc2)n1,-4,-0.3,-4,6,2,-5,-3,4,-2,-1
O=C(CN1CCOCC1)N1c2ccccc2Sc2ccc(Cl)cc21,0,0.5,-5,-4,2,6,0,-1,-2,1
COc1ccc2nc(-c3ccccc3)nc(SCC(=O)NCC3CCCO3)c2c1 (configuration not stated),-6,-1.2,1,-1,-5,0,-6,-2,5,-2
CC(C)c1ccc(CNc2ncccn2)cc1,3,0.0,-2,6,3,4,-11,5,-8,3
CCSc1nnc([C@@H]2CCCN2C(=O)OC(C)(C)C)o1,0,-0.1,-4,-5,8,3,0,-2,-3,0
CCC(=O)c1ccc(CCCCCC(=O)O)s1,-7,-0.6,4,1,-1,-5,-4,-2,1,5
Cn1c2ccccc2c2c(C(=O)NCc3ccco3)cn(C3CCCCC3)c(=O)c21,3,-0.6,1,4,-5,7,6,-1,9,-4
O=C(CCNS(=O)(=O)c1ccccc1)NNC(=O)COc1ccccc1F,-1,-0.1,2,3,2,6,-5,0,-3,-3
CCOc1ccc2nc(NC(=O)CN3CCN(c4ccccn4)CC3)sc2c1,3,-0.1,3,-7,-2,-8,-4,1,2,1
CC1CC(C)CN(C(=O)c2ccc(S(=O)(=O)N3CCCCC3)cc2)C1 (configuration not stated),-6,-0.1,-1,-6,2,5,9,0,8,-2
Cc1ccc(C2=NN(C(=O)CCC(=O)O)C(c3ccc4c(c3)OCO4)C2)cc1 (configuration not stated),-1,0.6,1,3,0,4,-4,4,-2,0
Cn1c(=O)[nH]c(=O)c2c1nc(N1CCN(c3ccccc3)CC1)n2CCSc1ncccn1,-1,-0.7,1,0,4,-2,1,8,-9,1
c1ccc(C2CC(c3ccccc3)n3ncnc3N2)cc1 (configuration not stated),0,0.1,-4,3,1,5,-2,0,-1,-1
C/C(=N\NC(=O)c1ccc(CSc2nncn2C)cc1)c1ccc2ccccc2c1,-3,-4.5,-2,5,-2,-4,-6,0,1,-7

# Only MBD2 DNA inh, for some of the entries so far:
mol | MBD2 DNA inh
Cc1ccc(C2=NN(C(=O)CCC(=O)O)C(c3ccc4c(c3)OCO4)C2)cc1 (configuration not stated) | 0
Cn1c(=O)[nH]c(=O)c2c1nc(N1CCN(c3ccccc3)CC1)n2CCSc1ncccn1 | 4
c1ccc(C2CC(c3ccccc3)n3ncnc3N2)cc1 (configuration not stated) | 1
C/C(=N\NC(=O)c1ccc(CSc2nncn2C)cc1)c1ccc2ccccc2c1 | -2

# Back to the main list, starting 2 compounds before the break.
SMILES,DDE Tn7 FP inh,KLK7 zymogen act,LEDGF integ inh,Tn6 DDE FP,MBD2 DNA inh,SIAE primary,TDP2 absorb,PRMT1 FP inh,TCR CD3 inh,UHRF1 binding
c1ccc(C2CC(c3ccccc3)n3ncnc3N2)cc1 (configuration not stated),0,0.1,-4,3,1,5,-2,0,-1,-1
C/C(=N\NC(=O)c1ccc(CSc2nncn2C)cc1)c1ccc2ccccc2c1,-3,-4.5,-2,5,-2,-4,-6,0,1,-7
COC(=O)c1scc(C)c1N1C(=O)c2ccccc2C1=O,2,-0.1,1,-4,-4,6,-5,-3,2,5
Cc1ccc(C(=O)c2ccccc2C(=O)O)s1,2,0.1,-3,-2,16*,-4,4,-4,9,26*
COc1cccc(CC2CC(=O)N(CCc3ccc4c(c3)OCO4)C2=O)c1 (configuration not stated),0,0.3,0,-8,-3,-8,-21,1,2,3
CC(=O)c1ccc(C)cc1OC(=O)c1cccc(F)c1,9,0.3,-5,3,-2,-3,0,-1,-3,-3
C=CCn1c(Cc2cccs2)nnc1SCC(=O)c1cccc(Br)c1,3,0.8,-3,3,-3,-7,2,11,-1,3
CCOC(=O)N1CCN(C(=O)C[C@H]2C[C@@]3(C(=O)OC)C(=C[C@H](C4CCCC4)O[C@@H]3C)N(Cc3cccc4ccccc34)C2=O)CC1,0,0.0,3,1,-1,0,-7,-1,·,0
COc1cccc(Cn2c(OCC3CCCO3)nc3c2c(=O)n(C)c(=O)n3C)c1 (configuration not stated),7,0.0,-4,3,-1,0,0,3,2,3
Cc1cc(C(=O)N/N=C/c2c(C)nn(-c3ccccc3)c2Cl)n[nH]1,7,0.1,2,-1,6,-9,1,6,-6,1
CC(C)=C[C@@H]1C[C@H](C)[C@H]2CC[C@H](C)c3c(O)c(O)c(C)c1c32,-9,-0.1,-1,3,2,6,3,9,3,0
O=C(NNC(=O)c1ccccc1Cl)c1ccncc1,-1,0.2,4,-6,2,-1,-1,-1,-2,2
O=C(COC(=O)c1ccccn1)NCCCc1ccccc1,1,-0.3,-2,-1,1,1,-3,-1,1,0
CCC(=O)Nc1ccc(NCc2cccs2)cc1,4,0.4,-1,1,-7,0,18,3,4,-2
CCC(CC)C(=O)N(C)c1c(C)nc2c(OCc3cccc(OC)c3)cccn12,7,0.5,-1,1,1,8,13,0,1,-3
COC(=O)Nc1ccc(S(=O)(=O)N(C)CC(F)(F)C(F)F)cc1,-3,0.1,-2,-7,-2,-4,-3,0,2,-2
O=C(COc1ccccc1)NNc1nc2c(F)cc(F)cc2s1,4,0.7,-1,0,-3,8,8,-2,-9,-4
O=C(/C=C/c1ccccc1Cl)NC1CCS(=O)(=O)C1 (configuration not stated),-5,-0.5,-2,7,1,-1,5,3,-6,0
Cc1nn(-c2ccccc2)c(CC(C)(C)C(=O)O)c1C(=O)O,4,0.1,-3,1,2,8,5,0,-4,-3
O=C(c1ccccc1)c1ccc(N2CCN(C(=O)c3ccc(F)cc3F)CC2)c(F)c1,2,1.4,-1,3,0,8,-4,-4,8,-2
CC(OC(=O)c1cc(=O)[nH]c2ccccc12)C(=O)N1C(C)CCCC1C (configuration not stated),-1,0.2,-4,0,-3,1,-6,0,12,-3
COc1ccc(S(=O)(=O)N(CC(=O)NCc2ccncc2)c2ccc(C)cc2)cc1Br,-5,0.1,-1,-2,-3,0,12,-2,6,-3
CCOC(=O)N1CCN(C(=O)CSCC(=O)Nc2nc(-c3ccc(-c4ccccc4)cc3)cs2)CC1,2,-0.1,-11,-4,2,-40,8,-1,8,-1
